GSIS activator – GLuc luminescence reporter in INS-1E cells, primary screen for activators of glucose-dependent secretion of insulin | activation, % at 16.6 µM | 0.61% of 370,000 active | AID 743287 | INS-1E GLuc reporter insulin secretion, 2-3 h;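 active = lowest replicate activation of at least 40%, so every replicate reaches that level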;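 also: 0% = median of neutral control wells and 100% = median of IBMX positive control wells; some compounds called inactive have numbers as strong as hits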
F508del corr – correctors of CFTR F508del function in bronchial epithelial cells | CFBE cells, YFP halide quenching; stimulated with forskolin plus potentiator P3; % fluorescence drop versus neutral controls | activity (quench increase), % at 7.58 µM | 0.36% of 350,000 active | AID 720511;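 active = mean added fluorescence quench of at least 8% versus neutral control, with both replicates also reaching 8%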;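 also: cells transiently co-express mutant CFTR-F508del with the halide-sensitive YFP; corrector assay measuring rescue of mutant channel to the surface after 24 h compound exposure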
miR122 inh – inhibitors of miR-122 in Huh7 cells | Huh7 miR-122 Renilla luciferase sensor, 48 h; neutral wells = 0, positive control = 100 | activation (reporter increase), % at 12.5 µM | 0.3% of 340,000 active;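 active = mean replicate activation score at least 90 and every replicate individually at or above 90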;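 also: higher luciferase means less miR-122 activity so hits act as miR-122 inhibitors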
PglD DTNB – blocks C. jejuni PglD acetyltransferase activity; purified PglD enzyme, DTNB colorimetric CoA detection; inhibition, % at 12.5 µM; 0.098% of 360,000 active; in the data active = inhibition above about 16%, passing the limit was not always enough; also: strong numbers were not always called active
PGC1a acetyl inh – PGC1a acetylation modulation, inhibitor mode. U2OS PGC1a acetylation, AlphaScreen anti-acetyl-lysine; with virally co-expressed GCN5 acetyltransferase. inhibition, % at 15.6 µM. 0.17% of 350,000 active;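 active = every replicate shows inhibition of at least 40%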;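 also: 0% = neutral control wells and 100% = positive control wells; some results beyond the cut were filed as inactive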
Cneo AK release – causes C. neoformans cell lysis; adenylate kinase release luminescence, 4 h; normalised: neutral wells 0, clomiphene wells 100; lysis activity, % at 15 µM; 0.2% of 360,000 active;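 active = mean lysis activity across replicates of at least 80%, whatever share of replicates individually reach that level; inactive = mean lysis activity below 80%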
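Signal: Adenylate kinase release luminescence | Assay system: Log-phase Cryptococcus neoformans yeast cells | Input: Cells at 5 × 10^6 per mL | Buffer or medium: Fresh YPD growth medium | Compound: Single dose | Schedule: Static 4 h at 37 °C with compound, 1 h detection | Controls: Clomiphene | Read-out: Luminescence rise reflecting yeast cell lysis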
C2C12 statin – suppressors of simvastatin-induced myotoxicity in C2C12 myotubes | rescue of ATP level, % at 7.49 µM | ATP luminescence, 48 h; scaled: DMSO 0, geranylgeraniol control 100 | 0.78% of 330,000 active;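 active = mean ATP rescue above about 67%, or every replicate alone reaching that limit, limit read from the data, passing the limit was not always enough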;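 also: myotubes were challenged with 10 µM simvastatin during compound exposure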
FN deposit inh – fibronectin deposition inhibition; AH1F fibroblasts, Alexa488-fibronectin deposition fluorescence, overnight; inhibition, % at 12.6 µM; 0.086% of 350,000 active; AID 743247;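 active = mean inhibition across replicates of 30% or more, regardless of how many single replicates reach that level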;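 also: positive control wells lacked labelled fibronectin entirely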
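Assay system: AH1F fibroblast monolayer, labelled fibronectin deposition. Amount: 10000 cells per well. Also added: labelled fibronectin 24 nM. Compound: single-point pinned compound. Incubation: cell attachment 1 h, compound and FN exposure overnight. Detection: fluorescence after three HBSS washes, excitation 485 nm, emission 525 nm. Read-out: inhibition of fibronectin deposition signal.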
* = called active by the depositor; / = not tested or not shown; [ ] = another dose, or the depositor's remark. Rows are unselected; overall some 2.1% were active at least once.

SMILES | GSIS activator | F508del corr | miR122 inh | PglD DTNB | PGC1a acetyl inh | Cneo AK release | C2C12 statin | FN deposit inh
COc1ccc(S(=O)(=O)N(C)C[C@H]2OCCCC[C@H](C)Oc3ccc(NC(=O)NC4CCCCC4)cc3C(=O)N([C@H](C)CO)C[C@@H]2C)cc1 | -10 | -1.5 | 7[16.7 µM] | -2 | 14 | -1 | / | -3
COc1ccc(N(CC(O)Cn2nnc3ccccc32)S(=O)(=O)c2ccc(C)cc2)cc1 (stereo not drawn) | -8 | 0.9 | 6 | 2 | -13 | 2 | 10 | /
CC(=O)Nc1ccc(SCC(=O)NC(=O)c2ccc(Cl)cc2)cc1 | -4 | -0.8 | 1 | 9 | 1 | -1 | -2 | -10
COc1ccc(C(=O)c2ccc3oc(-c4ccc(OC)cc4)c(-c4ccc(O)cc4)c3c2)cc1 | -3 | 5.2 | 5 | -5 | -20 | 0 | -4 | 5
O=C(Nc1cccc2c1C(=O)NC2=O)c1ccccc1[N+](=O)[O-] | 6 | -2.0 | 2 | / | 6 | / | -2 | 3
CCc1nnc(NS(=O)(=O)c2ccc(N3C(=O)C4CC=C(Cl)CC4C3=O)cc2)s1 (stereo not drawn) | / | / | -1 | 5 | -10 | 2 | 2 | -16
Cn1ncc(C#N)c1NC(=O)c1cc(-c2ccccc2Cl)on1 | / | / | 6 | 1 | 2 | -1 | 1 | 0
COc1cccc(C(=O)NCc2ccc3c(c2)cc(C)n3C)c1 | 9 | -1.3 | / | / | 6 | / | / | 3
Cc1ccc(-c2[nH]c3cc(C(N)=O)ccc3c(=O)c2O)cc1 | / | -0.6 | 5 | -3 | 15 | 0 | 6 | 2
Cc1ccn2c(C(=O)c3ccc(Cl)cc3)cnc2c1 | / | / | -2 | 1 | -10 | -2 | / | 11
Cc1cccc(NC(=O)c2cnc3sccn3c2=O)c1C | 1 | -0.1 | 3 | 1 | -9 | -1 | -3 | -2
C[C@H](CO)N1C[C@H](C)[C@H](CN(C)Cc2ccc(C(=O)O)cc2)Oc2ccc(NC(=O)Nc3ccc(F)cc3)cc2CC1=O | 6 | 3.0 | -9[16.7 µM] | 5 | -3 | 2 | 9 | /
O=C(N/N=C/c1ccco1)c1cc(Br)ccc1OCc1ccccc1 | -6 | 3.3 | 1 | / | -2 | / | -10 | -11
COCCNC(=O)C(c1cccs1)N(Cc1cccs1)C(=O)Cn1nnc2ccccc21 (stereo not drawn) | / | / | -8 | 4 | -24 | -2 | 12 | /
O=C(NCC(=O)N(Cc1cccs1)C(C(=O)NC1CCCCC1)c1cccnc1)c1ccco1 (stereo not drawn) | / | / | -1 | 1 | -8 | 2 | 133* | /
CC1CC(C)CN(C(=O)CSc2nnc(-c3ccco3)o2)C1 (stereo not drawn) | -2 | 0.7 | / | -4 | / | -2 | 6 | 1
Cc1cc(C)nc(SCc2nnc(SCc3ccccc3Cl)o2)n1 | / | / | 26 | -2 | -24 | -6 | 10 | -2
COc1ccc(C2/C(=C(/O)c3ccc(C)cc3)C(=O)C(=O)N2CC2CCCO2)cc1OC (stereo not drawn) | -6 | / | / | 0 | / | 1 | / | -6
COc1ccc(N=C2S/C(=C\c3ccc(C)s3)C(=O)N2CC(C)C)cc1 | 2 | / | 0 | 5 | -5 | -1 | -1 | /
CCOc1ccc(-c2ccc(SCC)nn2)cc1 | 6 | -1.0 | 1 | 1 | / | -1 | -15 | -1

Limited to PglD DTNB and C2C12 statin (6 entries from above):
compound	PglD DTNB	C2C12 statin
O=C(N/N=C/c1ccco1)c1cc(Br)ccc1OCc1ccccc1	/	-10
COCCNC(=O)C(c1cccs1)N(Cc1cccs1)C(=O)Cn1nnc2ccccc21 (stereo not drawn)	4	12
O=C(NCC(=O)N(Cc1cccs1)C(C(=O)NC1CCCCC1)c1cccnc1)c1ccco1 (stereo not drawn)	1	133*
CC1CC(C)CN(C(=O)CSc2nnc(-c3ccco3)o2)C1 (stereo not drawn)	-4	6
Cc1cc(C)nc(SCc2nnc(SCc3ccccc3Cl)o2)n1	-2	10
COc1ccc(C2/C(=C(/O)c3ccc(C)cc3)C(=O)C(=O)N2CC2CCCO2)cc1OC (stereo not drawn)	0	/

More results follow.
SMILES | GSIS activator | F508del corr | miR122 inh | PglD DTNB | PGC1a acetyl inh | Cneo AK release | C2C12 statin | FN deposit inh
CC(=O)N1N=C(c2ccc3nccnc3c2)CC1c1ccccc1 (stereo not drawn) | / | / | 6 | -2 | -64 | 0 | 42 | -20
O=C(c1ccc(F)cc1)N1CCC(C(=O)N2CCN(S(=O)(=O)c3cccc(Cl)c3)CC2)CC1 | -3 | 3.0 | -11 | 3 | / | 1 | 20 | -5
Oc1ccc(C2CNCc3sccc32)cc1O (stereo not drawn) | / | -3.2 | -5 | -3 | 7 | -1 | -6 | 1
Cc1ccc(C2(C)NC(=O)N(CC(=O)NNC(=O)c3ccccc3F)C2=O)cc1 (stereo not drawn) | / | -0.5 | 2 | 5 | 5 | -1 | -6 | -2
C/C=C(/C)C(=O)O[C@@H]1c2c(ccc3ccc(=O)oc23)O[C@@H]1C(C)(C)OC(C)=O | -5 | -0.8 | -2 | -5 | -15 | -1 | 5 | -12
OC1(C#Cc2c(-c3ccsc3)oc3ccc(N4CCOCC4)cc23)CCCCC1 | 8 | 1.5 | 11 | -1 | -8 | -2 | 27 | 3
COc1ccc(NC(=O)CN(C)C(=O)CCCc2c[nH]c3ccccc23)cc1 | -16 | 1.3 | 5 | / | -7 | / | / | 0
CC(Sc1ccc(S(=O)(=O)N2CCCC2)cn1)C(N)=O (stereo not drawn) | 19 | -3.0 | -4 | 4 | 3 | 6 | 2 | -2
Cc1ccc(C)c(NC(=O)CSc2ccc(-c3cccs3)nn2)c1 | -6 | / | 2 | 1 | / | 0 | / | 1
CC(C)(C)C(=O)Nc1ccc2c(c1)OCCOCCOc1cc(NC(=O)C(C)(C)C)ccc1OCCOCCO2 | / | -0.4 | -3 | / | 2 | / | -19 | -5
Cc1nn(CC(=O)N2CC(=O)Nc3ccccc32)c(C)c1[N+](=O)[O-] | -12 | 0.5 | -3 | 0 | / | -2 | 12 | -5
Cc1ccc(S(=O)(=O)NCC[C@H]2CC[C@@H](NS(=O)(=O)c3ccccc3Cl)[C@H](CO)O2)cc1 | -8 | 0.1 | / | -4 | 1 | 0 | 4 | -6
O=C(Nc1cccc([N+](=O)[O-])c1)c1cc(S(=O)(=O)Nc2ccccn2)ccc1Cl | 1 | -2.0 | 8 | 0 | -4 | -1 | 6 | -16
Cc1ccc(-c2cc(N)n(-c3ccccc3)n2)cc1 | -1 | / | 0 | 2 | -2 | -3 | / | /
COC(=O)c1cccc(C(=O)N2CCC(CCC(=O)NCc3ccc(F)cc3)CC2)c1 | -2 | -1.1 | 5 | 2 | -11 | 0 | 2 | -3
Cc1[nH]n(-c2ccccc2)c(=O)c1/C=N/N1CCOCC1 | 23 | -2.2 | -6 | 0 | 2 | -2 | -8 | 1
C[C@@H]1CN([C@H](C)CO)C(=O)c2cccc(NS(=O)(=O)c3cn(C)cn3)c2O[C@@H]1CN(C)S(=O)(=O)c1ccc(Cl)cc1 | 9 | 1.9 | -7[16.7 µM] | 2 | -9 | 6 | -46 | /
O=C(c1ccc(Cl)c(Cl)c1)N1CCC(=O)N(C(COCc2ccccc2)Cc2ccccc2)CC1 (stereo not drawn) | -25 | -3.7 | -3 | 1 | 13 | -1 | -7 | 0
Cc1nc(NC(=O)c2cncc(Br)c2)ccc1Br | 0 | 1.4 | 4 | 2 | -1 | 4 | 1 | 2
COc1cc(C=NOC(=O)Nc2ccccc2)cc(OC)c1OC | -17 | -4.6 | / | -2 | 10 | -2 | -4 | 11
O=S(=O)(Nc1ccc(S(=O)(=O)Nc2nccs2)cc1)c1ccc2c(c1)OCCO2 | / | / | -16 | 0 | / | 0 | -2 | -3
Cc1cccc(S(=O)(=O)N2C[C@H]3[C@@H](c4ccccc42)[C@H](CO)N3C(=O)CC2CC2)c1 | 4 | 1.0 | -25[16.7 µM] | -4 | -11 | -5 | -9 | /
C[C@@H]1CCCCO[C@@H](CN(C)S(=O)(=O)c2ccc(F)cc2)[C@H](C)CN([C@@H](C)CO)C(=O)c2cc(NC(=O)C3CCCCC3)ccc2O1 | -30 | -0.7 | -7[16.7 µM] | -3 | -7 | 47 | / | 0
COc1ccc(S(=O)(=O)Nc2ccc3c(c2)C(=O)N([C@H](C)CO)C[C@H](C)[C@@H](CN(C)Cc2ccc(Oc4ccccc4)cc2)O3)cc1 | -7 | 3.1 | 1[16.7 µM] | -2 | 2 | 0 | 25 | /
CN(C)C(=O)c1cccc(-c2ccc([C@@H]3[C@@H](CO)N4CCCCN(CCC(F)(F)F)C[C@H]34)cc2)c1 | 8 | 2.4 | 37[16.7 µM] | 0 | -3 | 49 | / | /
O=C(NN1C(=O)C2C3c4ccccc4C(c4ccccc43)C2C1=O)C1CC1 (stereo not drawn) | -3 | -0.4 | / | / | 1 | / | / | -5
Cc1ccccc1C(=O)Nc1cccc(C#N)c1 | / | / | 2 | 10 | / | 4 | / | 4
C=CCN1C(=O)NC2(CCCCC2)C1=O | 0 | / | 0 | -1 | -8 | 4 | 14 | -1
CNC[C@@H]1OCCCC[C@@H](C)Oc2ccc(NS(=O)(=O)c3c(C)noc3C)cc2C(=O)N([C@H](C)CO)C[C@H]1C | 5 | 0.6 | 3[16.7 µM] | 2 | 14 | -2 | / | /
COc1ccccc1CNC(=O)COC(=O)c1cccc(-n2cnnn2)c1 | 8 | 1.1 | / | 2 | / | 1 | 1 | 0
CCN1CCN(CC(=O)Nc2ccc(Cl)c(Cl)c2)C(=O)C1=O | / | 1.2 | -4 | -3 | -4 | 1 | 10 | -2
Cc1cccc(C)c1NC(=O)N1C2CCCC1CC(NC(=O)C(C)(C)C)C2 (stereo not drawn) | / | / | 8 | 0 | 12 | 0 | -1 | /
CC(C)c1ccc(S(=O)(=O)N2CCN(C(=O)CN3C(=O)NC(C)(c4ccccc4)C3=O)CC2)cc1 (stereo not drawn) | 6 | -0.9 | -4 | -6 | -13 | 0 | 20 | /
COCCCNC(=S)N(CCN(C)C)Cc1cc2cc3c(cc2[nH]c1=O)OCCO3 | -1 | 3.3 | 1 | 0 | 5 | 1 | -6 | 7
Cc1cccc(-c2noc(CCCC(=O)Nc3ccc(C(N)=O)cc3)n2)c1 | 4 | / | 6 | 2 | -5 | -1 | 19 | 0
CC(NC1CCCC1)c1ccccc1 (stereo not drawn) | 13 | -0.5 | -6 | 4 | / | -1 | -7 | 8
CN1[C@@H]2c3ccc(C4=CCCCC4)c(=O)n3C[C@H]1[C@H](CO)[C@H]2C(=O)N1CCCCC1 | 16 | 0.1 | 2[16.7 µM] | 1 | / | -4 | 5 | /
CSc1ncnc2c1ncn2CCCNCCc1ccccn1 | -11 | 1.3 | -3 | 0 | 1 | 1 | 1 | 2
Cc1ccc(SCc2c(C(=O)N/N=C/c3ccco3)nnn2-c2nonc2N)cc1 | 10 | 1.5 | 6 | 1 | -6 | -1 | -5 | 15

Structures shown so far containing a tert-butyl group:
SMILES | GSIS activator | F508del corr | miR122 inh | PglD DTNB | PGC1a acetyl inh | Cneo AK release | C2C12 statin | FN deposit inh
CC(C)(C)C(=O)Nc1ccc2c(c1)OCCOCCOc1cc(NC(=O)C(C)(C)C)ccc1OCCOCCO2 | / | -0.4 | -3 | / | 2 | / | -19 | -5
Cc1cccc(C)c1NC(=O)N1C2CCCC1CC(NC(=O)C(C)(C)C)C2 (stereo not drawn) | / | / | 8 | 0 | 12 | 0 | -1 | /

Screening results (PubChem BioAssay)
